# PKA-R2B activ: activates the human PKA-R2B holoenzyme complex; actives 0.079% (n = 340,000); PKA-R2B holoenzyme dissociation, Cy5-IP20 fluorescence polarization; R2B truncated from residue 108, S112A mutant; 0% DMSO only, 100% 113 µM cGMP; P22694+P31323; AID 504700; activation, % at 11.4 µM;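 active means activation above a cutoff set at the mean over all compounds plus 3 SD, cut at about 18% in these data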;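 further: higher means more holoenzyme dissociation and a rise in polarization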
# Target sequence (P31323 whole entry, looked up, other chains not shown, the tested form may be a part): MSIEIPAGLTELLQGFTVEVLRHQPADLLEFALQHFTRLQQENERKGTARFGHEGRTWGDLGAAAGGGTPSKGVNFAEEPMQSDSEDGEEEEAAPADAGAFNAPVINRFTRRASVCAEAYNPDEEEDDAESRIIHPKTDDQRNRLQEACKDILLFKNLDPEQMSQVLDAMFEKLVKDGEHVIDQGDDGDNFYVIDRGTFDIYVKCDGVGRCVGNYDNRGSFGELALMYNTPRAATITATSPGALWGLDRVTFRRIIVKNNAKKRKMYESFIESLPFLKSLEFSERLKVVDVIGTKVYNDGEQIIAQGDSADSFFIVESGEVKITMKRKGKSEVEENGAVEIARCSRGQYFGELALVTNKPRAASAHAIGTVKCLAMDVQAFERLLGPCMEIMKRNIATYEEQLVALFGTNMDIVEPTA
# SR-BI DiI-HDL act: SR-BI HDL lipid transfer activation. actives 0.096% (n = 320,000). CHO ldlA[mSR-BI] cells, DiI-HDL uptake fluorescence, 3 h; 100 = double the neutral-control signal. activation, % at 12.5 µM;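 active means mean replicate activation of at least 60% and every replicate at or above 60%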;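 further: 0% = median plate neutral-control signal and 100% = twice that signal; values of inactives mirror those of a sister screen read the other way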
#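 Assay system: LDL receptor-deficient CHO ldlA cells overexpressing murine SR-BI / Medium: BSA-supplemented, HEPES-buffered Ham's F12, pH 7.4 / Probe or stimulus: DiI-labelled HDL at 10 µg/mL final / Timing: compound with DiI-HDL co-incubation, 3 h at 37 °C / Technique: bottom-read cell fluorescence after medium removal, ex 550/em 595 nm / Measure: HDL uptake via cellular fluorescence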
# NSD2 inh: blocks human histone methyltransferase NSD2 | NSD2 peptide methylation, AlphaScreen, 120 min | AID 743445 | inhibition, % at 12.5 µM | actives 0.54% (n = 310,000); in the data active means inhibition above about 50%
# Arr AP2 block: inhibitors of human beta-arrestin and AP2 interaction. inhibition, % at 10 µM. AID 504490. actives 0.31% (n = 340,000). FITC-arrestin peptide / GST-AP2 beads, flow cytometry; AP2 beta2 appendage carries R879A mutation;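 active means inhibition above a set limit, near 3 SD of compounds lacking own fluorescence, cut at about 54% in these data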;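 further: plate controls were DMSO wells for no effect and 5 µM unlabelled arrestin peptide for full effect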
#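 System: GST-tagged AP2 beta2-adaptin appendage (R879A) on 4 µm glutathione beads / Reagent: FITC-arrestin peptide, 50 nM / Detection: HyperCyt-sampled flow cytometry, FL1 channel, ex 488/em 535 nm / Timing: 12 min plus 1 h, RT / Buffer or medium: PBS plus Tween 20 (0.05%) and BSA (0.1%)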
# PKA-R1A act: activators of PKA-R1A complex | P00514+P68181 | PKA-R1A dissociation, Cy5-IP20 fluorescence polarization; scaled: DMSO 0%, 113 µM cGMP 100% | activation, % at 11.4 µM | actives 0.083% (n = 340,000);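 active means percent activation above the mean of all tested compounds plus 3 SD, cut at about 19% in these data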;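 further: higher means more PKAc released from R1A so a rise in polarization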
# SUMO Mot1 rescue: blocks SUMOylation pathway, rescuing yeast Mot1-301 growth | S. cerevisiae Mot1-301 growth rescue, ATP luminescence, 38.5C; percent above DMSO median, 100 means doubled | growth rescue, % at 18.8 µM | actives 1% (n = 320,000) | AID 2716;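 active means every valid replicate shows activation above 250% relative to neutral control wells; inactive means the rest, any valid replicate at or below 250%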;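 further: OY570 slx delta 5 strain wells were the positive control but not used for scaling; some compounds called inactive have numbers as strong as hits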
# SR-BI DiI inh: blocks mouse SR-BI lipid uptake from DiI-HDL. ldlA[mSR-BI] CHO cells, DiI-HDL uptake fluorescence, 3 h. inhibition, % at 12.5 µM. actives 0.96% (n = 320,000). AID 488896;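 active means mean replicate inhibition of at least 70% and a set share of replicates each scoring 70 or more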;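 further: 0% = median of neutral control wells and 100% = median of positive control wells; values of inactives mirror those of a sister screen read the other way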
# MITF act: increases MITF-driven TRPM1 promoter luciferase signal | SK-MEL-5 TRPM1-promoter luciferase, 24 h; % of positive control, neutral wells = 0 | activation, % at 12.5 µM | actives 0.75% (n = 300,000) | AID 588334;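 active means mean activation of at least 80% with every replicate also reaching 80%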;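 further: 0% = neutral control wells and 100% = parthenolide positive control wells; values of inactives mirror those of a sister screen read the other way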
# DSG3 Ab inh: human desmoglein-3 autoantibody binding inhibition; P32926; DSG3-coupled beads, scFv-anti-DSG3-GFP binding, flow cytometry; hits give low values; binding (percent of control), % at 10 µM; actives 0.48% (n = 310,000); AID 588358;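 active means binding more than 3 SD below its plate's average and above zero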;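 further: hits lower antibody fragment binding to DSG3; some compounds called inactive have numbers as strong as hits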
# dFosB activator: enhances mouse delta FosB homodimer DNA binding; purified delta FosB, TAMRA-CDK5 oligo fluorescence polarization; percent of positive-control signal above neutral wells; actives 0.99% (n = 340,000); activation, % at 25 µM; AID 493131; P13346;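 active means mean activation above about 17%, with every replicate also reaching it, limit read from the data, passing the limit was not always enough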;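 further: fluorescence polarization rise as delta FosB binds a TAMRA Cdk5 AP-1 oligo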
# Target sequence (P13346 whole entry, looked up): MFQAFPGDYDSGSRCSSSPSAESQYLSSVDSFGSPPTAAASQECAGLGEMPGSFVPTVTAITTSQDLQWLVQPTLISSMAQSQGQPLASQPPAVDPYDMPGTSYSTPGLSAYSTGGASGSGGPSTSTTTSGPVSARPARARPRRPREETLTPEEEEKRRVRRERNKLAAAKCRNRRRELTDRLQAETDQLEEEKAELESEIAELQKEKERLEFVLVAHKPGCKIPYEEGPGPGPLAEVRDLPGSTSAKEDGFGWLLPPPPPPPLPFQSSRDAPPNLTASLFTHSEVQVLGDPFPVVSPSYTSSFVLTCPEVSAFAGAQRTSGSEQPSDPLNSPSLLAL
# CDK5 p35 inh: inhibitors of human CDK5/p35 kinase. Q00535+Q15078. Recombinant CDK5/p35, ADP-Glo luminescence, 60 min. inhibition, % at 10 µM. actives 0.01% (n = 330,000);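 active means highest replicate inhibition of at least 50% and at least 75% of replicates reaching 50%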;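 further: plate controls were DMSO neutral control for no effect and GW8510 at 10 µM for full effect; many of its hits are not listed in these tables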
# Active calls of the source: *; x = no result given. An unsorted share of the library; about 4.7% have a hit in one of these screens.
nr	PKA-R2B activ	SR-BI DiI-HDL act	NSD2 inh	Arr AP2 block	PKA-R1A act	SUMO Mot1 rescue	SR-BI DiI inh	MITF act	DSG3 Ab inh	dFosB activator	CDK5 p35 inh	mol
1	0	10	0	3	-1	67	-10	23	114	-4	-0.1	COc1ccccc1CNC(=O)C1COc2ccccc2O1 (stereo not drawn)
2	-4	-13	1	-20	-6	x	13	-104	95	-8	-0.5	CCOC(=O)N1C/C(=C\c2ccccc2)C(=O)/C(=C/c2ccccc2)C1
3	-8	-27	x	2	-4	-3	27	-4	103	-2	0.7	CC(C)C[C@H](NC(=O)c1[nH]cnc1C(=O)Nc1ccc(Cl)cc1)C(=O)OC(C)(C)C
4	-4	8	-1	-3	-10	713	-8	7	108	5	-1.7	CC(=O)Nc1ccc(C(=O)CS(=O)(=O)c2ccc(C)cc2)cc1
5	3	-6	-4	10	2	-6	6	x	x	-7	0.5	COc1ccc(OC)c(NC(=O)CCN2CC(C)OC(C)C2)c1 (stereo not drawn)
6	7	-8	1	9	8	x	8	-2	105	-20	-1.1	C=CCSC1=Nc2cc(OC)c(OC)cc2C2=NC(=O)CN12
7	-4	-80	-5	3	-3	77	80*	1	91	1	-4.7	COc1cc(C(=O)Nc2ccc(Cl)c([N+](=O)[O-])c2)cc(OC)c1OC
8	-2	14	2	-1	4	x	-14	-25	105	-10	0.4	O=C(O)c1csc(N/N=C/c2ccc(Br)cc2)n1
9	-6	x	-2	-14	-11	125	x	0	64	-6	0.2	COc1cc(COc2ccc3c(C)c(Cc4ccccc4)c(=O)oc3c2)cc(OC)c1OC
10	-7	20	3	33	4	4	-20	2	100	1	0.2	CSc1ccccc1NC(=O)CN(C)CC(=O)Nc1c(F)cccc1F
11	-8	16	0	9	-6	0	-16	9	92	-3	-1.9	Cc1ccc(SCC(=O)NNC(=O)CCS(=O)(=O)c2ccccc2)cc1
12	-1	-5	4	13	-14	45	5	-22	94	45*	2.7	CCCCCCCCCCCCCCCC[n+]1ccc(C(N)=O)cc1
13	-5	26	x	-5	-10	-2	-26	11	101	5	0.0	COc1cc(OC)cc(C(=O)Nc2ncn[nH]2)c1
14	4	-8	3	-2	12	71	8	12	101	-4	-0.8	COc1ccc(NC(=O)NN2CCOCC2)cc1OC
15	-8	18	x	6	0	-21	-18	11	99	-2	0.8	CC(O)[C@H]1CC[C@H]2[C@@H]3CC[C@H]4C[C@H](O)CC[C@]4(C)[C@H]3[C@H](O)C[C@]12C (stereo partly drawn)

# Five entries out of the list above, sorted by the number in PKA-R2B activ, falling:
nr	mol	PKA-R2B activ	SR-BI DiI-HDL act	NSD2 inh	Arr AP2 block	PKA-R1A act	SUMO Mot1 rescue	SR-BI DiI inh	MITF act	DSG3 Ab inh	dFosB activator	CDK5 p35 inh
6	C=CCSC1=Nc2cc(OC)c(OC)cc2C2=NC(=O)CN12	7	-8	1	9	8	x	8	-2	105	-20	-1.1
4	CC(=O)Nc1ccc(C(=O)CS(=O)(=O)c2ccc(C)cc2)cc1	-4	8	-1	-3	-10	713	-8	7	108	5	-1.7
13	COc1cc(OC)cc(C(=O)Nc2ncn[nH]2)c1	-5	26	x	-5	-10	-2	-26	11	101	5	0.0
9	COc1cc(COc2ccc3c(C)c(Cc4ccccc4)c(=O)oc3c2)cc(OC)c1OC	-6	x	-2	-14	-11	125	x	0	64	-6	0.2
15	CC(O)[C@H]1CC[C@H]2[C@@H]3CC[C@H]4C[C@H](O)CC[C@]4(C)[C@H]3[C@H](O)C[C@]12C (stereo partly drawn)	-8	18	x	6	0	-21	-18	11	99	-2	0.8

# Whole records, quoted from the list. Screens in order: PKA-R2B activ, SR-BI DiI-HDL act, NSD2 inh, Arr AP2 block, PKA-R1A act, SUMO Mot1 rescue, SR-BI DiI inh, MITF act, DSG3 Ab inh, dFosB activator, CDK5 p35 inh
# COc1ccc(OC)c(NC(=O)CCN2CC(C)OC(C)C2)c1 (stereo not drawn) is listed with 3, -6, -4, 10, 2, -6, 6, x, x, -7, 0.5
# CC(C)C[C@H](NC(=O)c1[nH]cnc1C(=O)Nc1ccc(Cl)cc1)C(=O)OC(C)(C)C is listed with -8, -27, x, 2, -4, -3, 27, -4, 103, -2, 0.7
# C=CCSC1=Nc2cc(OC)c(OC)cc2C2=NC(=O)CN12 is listed with 7, -8, 1, 9, 8, x, 8, -2, 105, -20, -1.1
# COc1cc(OC)cc(C(=O)Nc2ncn[nH]2)c1 is listed with -5, 26, x, -5, -10, -2, -26, 11, 101, 5, 0.0
# CC(=O)Nc1ccc(C(=O)CS(=O)(=O)c2ccc(C)cc2)cc1 is listed with -4, 8, -1, -3, -10, 713, -8, 7, 108, 5, -1.7

# The listing continues.
nr	PKA-R2B activ	SR-BI DiI-HDL act	NSD2 inh	Arr AP2 block	PKA-R1A act	SUMO Mot1 rescue	SR-BI DiI inh	MITF act	DSG3 Ab inh	dFosB activator	CDK5 p35 inh	mol
16	-3	-9	-4	-2	-10	0	9	x	115	-2	-2.1	NS(=O)(=O)c1cccn1-c1ncc(C(F)(F)F)cc1Cl
17	5	-54	0	12	-4	232	54	-10	x	-14	-0.7	Cc1ccc2[nH]c3c(c2c1)CN(C(=O)CN1CCN(c2cccc(C)c2C)CC1)CC3
18	0	-36	-1	7	-11	1	36	-4	79	-6	-3.8	Cc1nc2ccccc2n1C1CCN(CC(=O)NCc2ccc(F)cc2)CC1
19	3	-6	-12	19	2	-6	6	16	100	3	-0.5	CC1(C)C(=O)OC(/C=C\c2ccccc2)C(C)(C)C1=O (stereo not drawn)
20	-13	-73	1	13	0	-22	73*	x	105	-16	-3.2	CNc1nc(-c2ccc3c(c2)CCN3C(=O)CC(C)(C)C)c(C)s1
21	-13	1	-8	9	-13	-3	-1	x	103	4	1.2	CCOC(=O)N1CCC(NC(=O)c2cnn3cccnc23)CC1
22	-2	4	2	10	-7	10	-4	-5	x	3	0.7	CSc1ccccc1C(=O)NCCCOC(C)C
23	-12	8	-1	-25	-10	1	-8	-4	107	-7	0.1	Cn1cc(CN2CCCC(C(=O)c3cccs3)C2)c(-c2cccc(Cl)c2)n1 (stereo not drawn)
24	10	2	x	1	6	-8	-2	5	101	0	0.3	COc1ccc(N(CC(=O)Nc2ccc3c(c2)OCO3)S(=O)(=O)c2c(C)nn(C)c2C)cc1

# Screening data from PubChem BioAssay.
